# CRFR2-BP ag = agonists of human CRF-binding protein/CRF-R2 receptor complex; HEK293 CRF-R2/CRF-BP, calcium dye fluorescence (FLIPR); percent of saturating CRF peptide response; activation, % at 13.2 µM; 0.46% of 350,000 active;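 active = activation of at least 50%, plus an integration ratio under a set limit after plate pattern correction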;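 note: plate controls were neutral control wells without compound for no effect and CRF at EC100 for full effect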
# CRFBP-R2 block = blocks CRF-induced signaling of the CRF-BP/CRF-R2 complex; HEK293 CRF-R2/CRF-BP, CRF-induced calcium fluorescence; inhibition, % at 11.8 µM; 0.59% of 350,000 active; AID 588475;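 active = inhibition of the ligand-induced calcium signal above about 50% at the single tested concentration, limit read from the data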
# Numbers without * were called inactive.
structure	CRFR2-BP ag	CRFBP-R2 block
CS(=O)(=O)Nc1ccc(C(=O)Nc2ccc3c(c2)OCCO3)cc1	0.0	-3
O=C(O)c1coc2ccccc12	0.0	25
Cc1noc(C)c1CSc1nnc2cc(C)c3ccccc3n12	0.3	-2
O=Cc1cc2cc3c(cc2nc1Cl)OCCO3	-2.4	-3
Cc1ccc(S(=O)(=O)N2CCC(=O)N(C(COCc3ccc(Cl)c(Cl)c3)Cc3ccccc3)CC2)cc1 (stereo not drawn)	71*	-37
Clc1nc(Cl)nc(-c2cn(-c3ccccc3)c3ccccc23)n1	-0.9	2
NC(=O)CC[C@@H]1NC(=O)[C@H](CO)NC(=O)c2cc([N+](=O)[O-])cc(I)c2NCCCC[C@@H](C(N)=O)NC(=O)[C@H](Cc2ccc(O)cc2)NC1=O	-0.4	2
COC(=O)C1=C(C(=O)OC)[C@@H]2N(C)c3ccc(OC)cc3[C@@]23C[C@@H](C(=O)OC)N(C(=O)C2CCC2)C3=N1	-5.0	2
Cc1cccc2c1Sc1ccc(Cl)cc1CC2N1CCNCC1 (stereo not drawn)	1.6	-23
CCOc1cc(C(=O)OCc2ccc(C(=O)OC)o2)cc(Br)c1OC	0.6	10

# Quoted at random: 2 compounds from above.
structure	CRFR2-BP ag	CRFBP-R2 block
CCOc1cc(C(=O)OCc2ccc(C(=O)OC)o2)cc(Br)c1OC	0.6	10
Cc1ccc(S(=O)(=O)N2CCC(=O)N(C(COCc3ccc(Cl)c(Cl)c3)Cc3ccccc3)CC2)cc1 (stereo not drawn)	71*	-37

# New compounds follow:
structure	CRFR2-BP ag	CRFBP-R2 block
N#C/C(=C\c1cccc2ccccc12)c1nn(-c2ccccc2)c(N)c1C#N	0.3	-17
O=C(O)c1cc(O)c2c(c1)[C@@H]([C@H]1c3cc(C(=O)O)cc(O)c3C(=O)c3c(O[C@@H]4O[C@H](CO)[C@@H](O)[C@H](O)[C@H]4O)cccc31)c1cccc(O[C@@H]3O[C@H](CO)[C@@H](O)[C@H](O)[C@H]3O)c1C2=O	-1.2	10
COCCn1c(-c2cc(OC)c(OC)c(OC)c2)nc2oc3cc(OC)ccc3c(=O)c2c1=O	-0.2	1
COC(=O)c1ccc(COc2ccc3c(C)c(C)c(=O)oc3c2C)o1	-0.1	-16
CCCCCCNC(=O)N[C@@H](C(=O)NCCC[C@H]1CN2C(=NC[C@@H]2Cc2ccccc2)N1CCc1cccc(OC)c1)C(C)C	-3.8	10
N#Cc1ccc(OCC(=O)n2cc(C(=O)c3cc(Cl)cc(Cl)c3O)cn2)cc1	1.3	0
COc1ccc(-c2cc(C(F)(F)F)c(C#N)c(SCC(=O)Nc3ccccc3C#N)n2)cc1	44	-34
CCCc1nc2c(C)cc(-c3nc4ccccc4n3C)cc2n1Cc1ccc(-c2ccccc2C(=O)O)cc1	0.7	17
C=C1C(O)[C@@H]2O[C@]3(CC[C@H](/C=C/C(C)[C@@H]4CC(C)=CC5(O[C@H](C[C@@](C)(O)CO)CCC5O)O4)O3)CC[C@H]2O[C@@H]1C(O)CC(C)[C@H]1OC2(CCCCO2)CCC1C (stereo partly drawn)	1.8	-4
CC(C)On1c(SCC(=O)N(C)C)nc2ccccc2c1=O	0.1	-2

# Five compounds out of the list above, ordered by the value under CRFR2-BP ag, descending.
structure	CRFR2-BP ag	CRFBP-R2 block
N#Cc1ccc(OCC(=O)n2cc(C(=O)c3cc(Cl)cc(Cl)c3O)cn2)cc1	1.3	0
CCCc1nc2c(C)cc(-c3nc4ccccc4n3C)cc2n1Cc1ccc(-c2ccccc2C(=O)O)cc1	0.7	17
CCOc1cc(C(=O)OCc2ccc(C(=O)OC)o2)cc(Br)c1OC	0.6	10
N#C/C(=C\c1cccc2ccccc12)c1nn(-c2ccccc2)c(N)c1C#N	0.3	-17
COC(=O)c1ccc(COc2ccc3c(C)c(C)c(=O)oc3c2C)o1	-0.1	-16

# Next part.
structure	CRFR2-BP ag	CRFBP-R2 block
COC(=O)c1sc(SC)nc1N	-1.4	4
O=C(c1cc(NC(=O)C23CC4CC(CC(C4)C2)C3)cc(NC(=O)C23CC4CC(CC(C4)C2)C3)c1)N1CCCCC1	0.4	2
NNC(=O)c1ccccc1CO	2.8	-3
Cc1cc(C(=O)COC(=O)CCc2nc3ccccc3c(=O)[nH]2)c(C)n1CC1CCCO1 (stereo not drawn)	2.3	-8
CCCCCCCC#Cc1ccccc1/C=N/S(=O)c1ccc(C)cc1 (stereo not drawn)	1.7	6
Cc1csc2ncc(C(=O)NCc3ccc4c(c3)OCO4)c(=O)n12	-0.4	12
O=C1N[C@@H](Cc2ccccc2)C(=O)N2[C@H]3Nc4ccccc4[C@@]3([C@]34C[C@H]5C(=O)N[C@@H](Cc6ccccc6)C(=O)N5[C@H]3Nc3ccccc34)C[C@@H]12	2.5	-7
C[C@@H]1CCCCCCCCC(=O)OCCN(C(=O)OC(C)(C)C)[C@H](C)CCCCCCCCC(=O)OCCN(C(=O)OC(C)(C)C)[C@H](C)CCCCCCCCC(=O)OCCN1C(=O)OC(C)(C)C	1.6	5
COc1cccc(-c2cc(=O)c3cc(NC(=O)c4ccc(N(C)C)cc4)ccc3[nH]2)c1	-0.1	-3
CCOCCCn1c(C)nc2c(c1=O)c1nc3ccccc3nc1n2-c1ccc2c(c1)OCCO2	-0.8	7

# Continued:
structure	CRFR2-BP ag	CRFBP-R2 block
COC(=O)c1cccc(OC(N)=O)c1	-1.0	-4
C#CCOCCOCCOCCNc1nc(N2CCN(C(=O)C(Cc3cc4ccccc4[nH]3)n3cc(C(N)C(C)CC)nn3)CC2)nc(N2CCN(C(=O)C(Cc3cc4ccccc4[nH]3)n3cc(C(N)C(C)CC)nn3)CC2)n1 (stereo not drawn)	-1.7	12
O=c1[nH][nH]c(=S)n1C1CCCCC1	-2.5	-9
CC(=O)Nc1nccc(-c2cc(-c3ccccc3)no2)n1	-0.8	-16
CCOC(=O)C1=C(C)OC(N)=C(C#N)C1c1cc2ccccc2nc1N1CCCCC1 (stereo not drawn)	3.8	-12
COc1ccc2cc1Oc1ccc(cc1)C[C@H]1c3cc(c(OC)cc3CCN1C)Oc1c(O)c(OC)cc3c1[C@H](C2)N(C)CC3	0.3	-7
COc1ccc(C)cc1NC(=O)CCC(=O)Nc1ccc2nc(N3CCN(C)CC3)cc(C)c2c1	0.3	12
O=C(O)C1OC(Oc2c(-c3ccc(O)c(O)c3)oc3cc(O)cc(O)c3c2=O)C(O)C(O)C1O (stereo not drawn)	-0.2	-8
O=C(Nc1ccccc1-c1nnn(CC(=O)N2CCCc3ccccc32)n1)c1cccc(Cl)c1	3.8	-34
O=C1/C(=C\c2cccnc2)CN(Cc2ccccc2)C/C1=C\c1cccnc1	3.5	-52

# Continued:
structure	CRFR2-BP ag	CRFBP-R2 block
COC(=O)[C@H](Cc1ccccc1)NC(=O)O[C@H]1C(=O)c2ccc(OC)cc2O[C@@H]1c1ccc2c(c1)OCO2	-0.2	7
CCn1cc(C(=O)O)c(=O)c2cnc(N3CCN(C(=S)NC(=O)c4ccc(Cl)cc4)CC3)nc21	-2.3	5
Cc1nn(-c2ccccc2)c(Cl)c1/C=N/NC(=O)CCNc1n[nH]c(=O)[nH]c1=O	0.9	-19
O=C(OCCN1C(=O)c2cccc3c(N4CCOCC4)ccc(c23)C1=O)c1cccc(Cl)c1	175*	-169
CCOC(=O)c1cnc(-n2nc(C)cc2C)nc1NNc1ncc(-c2ccccc2)cn1	-0.9	16
CCCCCCc1cc2cc(-c3nnc(-c4cc(OC)c(OC)c(OC)c4)o3)c(=O)oc2cc1O	99*	-41
CC(C)=CCc1c2c(c(O)c3c(=O)c4c(oc13)-c1cc(O)c(O)cc1OC4C=C(C)C)C=CC(C)(C)O2 (stereo not drawn)	2.7	-6
CC1CCCCC1NC(=O)/C(C#N)=C/c1ccc2c(c1)OCCO2 (stereo not drawn)	1.1	-66
NC(=O)c1c(-c2cccs2)csc1N	1.5	13
CC(C)n1c(SCC(=O)Nc2nncs2)nnc1-c1ccco1	-0.1	13

# Remaining list, next part.
structure	CRFR2-BP ag	CRFBP-R2 block
COC(=O)C1=NN(C(=O)c2ccc(C)cc2)C(O)(c2ccc(Cl)cc2)C1 (stereo not drawn)	86*	-15
O=[N+]([O-])c1cc(CN2CCOCC2)c2cccnc2c1O	-1.2	16
CC(=O)C1=C(C)NC(SCSc2ccccc2)=C(C#N)C1c1cccnc1 (stereo not drawn)	0.5	2
COc1cc(C)nc(N2CCCC(C(=O)NC3CCC(C)CC3)C2)n1 (stereo not drawn)	-1.9	16
COc1ccc2c(c1)O[C@H](c1ccc3c(c1)OCO3)[C@@H](OC(=O)N[C@H]1CCCc3ccccc31)C2=O	2.5	-9
CCc1nc(SCc2nnc(-c3ccc(C)cc3)o2)c2c(C)c(C)sc2n1	7.2	13
CCN1C[C@@H]2[C@@H]3C(=O)N(C)C(=O)[C@@H]3[C@](CC)(C1=O)N2C(=O)c1ccc(C(F)(F)F)cc1	-1.6	2
COc1ccccc1-c1nnc(NC(=O)c2ccc(S(=O)(=O)N(C)Cc3ccccc3)cc2)o1	1.2	-22
CC[C@]12C(=O)N(C)C[C@H]([C@@H]3C(=O)N(Cc4ccccc4)C(=O)[C@@H]31)N2C(=O)c1ccc(C(F)(F)F)cc1	-1.4	-1
O=C1N[C@H](Cc2ccccc2)C(=O)N[C@H]1Cc1cn(S(=O)(=O)c2ccccc2)c2ccccc12	0.5	-16

# Continuation:
SMILES,CRFR2-BP ag,CRFBP-R2 block
CC(C)=CCc1c(-c2ccc(O)cc2O)oc2cc3c(c(O)c2c1=O)C=CC(C)(C)O3,-0.2,15
COC(=O)C1=C(C)N(Cc2ccccc2)C(=NCCCCO)N[C@H]1c1ccccc1,3.3,-1
C#CCOCCOCCOCCNc1nc(N2CCN(C(=O)C([C@@H](C)CC)n3cc(C(N)COC(=O)C(F)(F)F)nn3)CC2)nc(N2CCN(C(=O)[C@H](CCCCN)n3cc(C(N)[C@H](C)CC)nn3)CC2)n1 (stereo partly drawn),-0.5,1
Brc1ccc2[nH]c3c(N4CCc5ccccc5C4)ncnc3c2c1,0.8,-59
COc1cc(C(=O)NCCN2C(=O)S/C(=C\c3ccc(F)cc3)C2=O)ccc1OCC(=O)N1CCOCC1,-0.3,19
CCCCCC(=O)Cc1cc(O)cc2c1C(=O)Oc1cc(O)c(C(=O)O)c(CCCCC)c1O2,1.7,17
Cn1c(N)c(C(=O)COC(=O)c2cc(C(F)(F)F)nc3ccccc23)c(=O)n(Cc2ccccc2)c1=O,5.5,-5
Cn1nnnc1Sc1ncnc2scc(-c3cccs3)c12,4.3,-2
O=C(O)c1ccc(NS(=O)(=O)c2cccc(S(=O)(=O)c3ccc(Cl)c(Cl)c3)c2)cc1,0.3,-7
C/C=C\C=C\C(=O)Nc1cccc(C2=NOC3(C2)C[C@H](C(N)=O)N(C(=O)c2ccccc2C(=O)c2ccccc2)C3)c1 (stereo partly drawn),0.5,2

# New compounds follow:
SMILES,CRFR2-BP ag,CRFBP-R2 block
CCCc1cc(=O)[nH]c(/N=C(/NC(=O)c2ccccc2)Nc2ccc3c(c2)OCCO3)n1,3.7,-6
Cn1c(SCC(=O)Nc2ccc(N3CCOCC3)c(Cl)c2)nnc1-c1ccccc1,-0.2,0
Cc1nn(Cc2ccccc2)c(C)c1NC(=O)CSc1nc2sc3c(c2c(=O)n1C)CCC3,-0.3,-5
Cc1c(C=C2C(=O)c3ccccc3C2=O)cc(C#N)n1C,2.9,-5
COc1ccccc1N1CCN(C(=O)CSc2ncnc3c2cnn3-c2ccc(C)c(C)c2)CC1,2.5,-15
O=C(Cn1nc2sc3ccccc3n2c(=O)c1=O)c1ccc(Cl)cc1,3.6,14
O=C(Nc1ccccc1)Nc1ccc(Oc2ncnc3cc(Cl)ccc23)nc1,-1.2,-3
COc1ccc2[nH]c3c(NCc4ccco4)ncnc3c2c1,-0.4,-8
CCN1/C(=C/c2ccc3ccc(C)cc3[n+]2CC)Sc2ccccc21,143*,-241
CCN(CC)CCN1C(=O)C(O)=C(C(=O)c2cc3cccc(OC)c3o2)C1c1cccs1 (stereo not drawn),-0.9,-4

# The list continues:
SMILES,CRFR2-BP ag,CRFBP-R2 block
O=C(O)c1cc2sccc2s1,1.3,0
NC(=O)c1ccccc1Nc1nc2nc3ccccc3c(=O)n2cc1Br,-2.1,3
C=C[C@H]1[C@H](OC2OC(CO)C(O)C(O)C2O)OC=C(C(=O)OC)[C@H]1C[C@H]1CC(=O)C[C@H](CC(=O)CCc2ccc(O)cc2)O1 (stereo partly drawn),-0.7,-5
O=C(NC(=O)N1CCN(c2ccc([N+](=O)[O-])cn2)CC1)c1c(Cl)cccc1Cl,-1.0,20
CC(C)=CCc1c(-c2ccc(O)cc2O)oc2c3c(cc(O)c2c1=O)OC(C)(C)C=C3,9.3,15
O=C(c1cnn(C(=O)c2cccc(S(=O)(=O)N3CCOCC3)c2)c1)c1cc(Cl)cc(Cl)c1O,1.9,7
CC1(C)Cc2c(c(-c3ccccc3)nc3sc4c(=O)[nH]c(=S)[nH]c4c23)CO1,1.1,10
Cc1noc(C)c1S(=O)(=O)N1CCC(C(=O)N2CCN(c3ccc(F)cc3)CC2)CC1,-5.3,60*
CCc1nc2sc3c(Cl)ncnc3c2c2c1CCCC2,0.3,34
C#CCOCCOCCOCCNc1nc(N2CCN(C(=O)CCCCCCCCCCNC(=O)[C@H](CCCCN)n3cc(C)nn3)CC2)nc(N2CCN(C(=O)CCCCCCCCCCNC(=O)[C@H](CO)n3cc(CCCSC)nn3)CC2)n1,4.2,-15

# The results go on.
SMILES,CRFR2-BP ag,CRFBP-R2 block
CSCCC1NC(=O)NC1=O (stereo not drawn),1.7,-34
CC(C)C[C@@H]1NC(=O)[C@H](C(C)C)NC(=O)c2cc([N+](=O)[O-])cc(I)c2NCC[C@@H](C(N)=O)NC1=O,-1.0,2
COC(=O)[C@@]1(Cc2ccc(OC)cc2)[C@H]2c3cc(C(=O)N(C)C)n(Cc4ccc(OC(F)(F)F)cc4)c3C[C@H]2CN1C(=O)c1ccccc1,0.8,11
CCC(=O)N1Cc2ccccc2-c2ccccc2C1=O,0.0,22
CC(=O)c1ccc(O[C@@H]2O[C@H](CO)[C@@H](O)[C@H](O)[C@H]2O)cc1,1.3,-11

# Compound activity (PubChem BioAssay)

# Some of the compounds tested, so the mix of outcomes need not match the whole.
